FBPA Giardia inh – blocks Giardia fructose-bisphosphate aldolase activity; AID 2451; Potency, µM (doses to about 59.6 µM), for inactives: top-dose activity, negative = inhibition, usual class: inhibitors; purified Giardia FBPA; actives 0.71% (n = 290,000); further: potency means the concentration at half of the fitted maximal effect; nearly all actives have a fitted effect of over 55% in size
Target sequence (A8B2U2 whole entry, looked up): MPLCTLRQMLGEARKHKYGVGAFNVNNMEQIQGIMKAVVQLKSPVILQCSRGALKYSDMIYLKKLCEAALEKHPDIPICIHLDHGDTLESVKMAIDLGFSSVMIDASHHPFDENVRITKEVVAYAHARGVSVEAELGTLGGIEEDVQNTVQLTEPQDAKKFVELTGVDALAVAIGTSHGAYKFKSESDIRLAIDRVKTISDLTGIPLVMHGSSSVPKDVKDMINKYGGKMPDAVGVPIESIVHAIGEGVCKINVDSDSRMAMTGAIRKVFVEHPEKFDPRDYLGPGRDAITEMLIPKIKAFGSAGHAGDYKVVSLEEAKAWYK
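Giardia FBPA (40 nM reagent) was preincubated 10 min at RT with compound (up to 57.5 uM final), then substrate plus GAPDH/TPI/NAD/arsenate coupling system with diaphorase/resazurin was added; resorufin fluorescence (525/598 nm) was read after 20 min.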
AmpC detergent – blocks E. coli AmpC beta-lactamase in detergent assay; Potency, µM (highest dose often 114 µM), for inactives: at the top dose activity change, negative = inhibition, actives largely listed as inhibitors; actives 0.041% (n = 370,000); AID 485294; P00811; AmpC hydrolysis of nitrocefin, absorbance 480 nm, 0.01% Triton;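 further: potency means the concentration at half of the fitted maximal effect; 0% = no-compound wells and -100% = no-enzyme wells; nearly all actives have a fitted effect of over 25% in size; some results filed as inactive show a strong effect at the top dose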
Target sequence (P00811 whole entry, looked up): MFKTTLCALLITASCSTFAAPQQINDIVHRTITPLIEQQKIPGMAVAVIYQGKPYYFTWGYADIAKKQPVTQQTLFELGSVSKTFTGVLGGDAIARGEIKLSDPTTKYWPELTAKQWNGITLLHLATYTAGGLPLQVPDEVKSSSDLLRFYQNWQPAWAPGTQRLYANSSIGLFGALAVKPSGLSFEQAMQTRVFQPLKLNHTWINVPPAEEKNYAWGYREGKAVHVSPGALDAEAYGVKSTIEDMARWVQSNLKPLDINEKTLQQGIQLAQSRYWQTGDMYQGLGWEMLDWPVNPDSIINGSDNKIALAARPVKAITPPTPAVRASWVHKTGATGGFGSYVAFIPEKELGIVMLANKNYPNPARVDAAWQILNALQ
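AmpC (5.3 nM in the dispensed reagent) in 20 mM phosphate pH 7.0 with 0.01% (detergent screen) or 0.0001% Triton X-100 was preincubated with compounds for 15 min at room temperature. Nitrocefin was then added from an 800 uM solution, and hydrolysis was followed at 480 nm.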
AmpC inh no detg – inhibitors of E. coli AmpC beta-lactamase without detergent; P00811; AmpC nitrocefin hydrolysis, absorbance 480 nm, 0.0001% Triton; Potency, µM (titrated, usually from 57.1 µM), without a hit: top-dose activity change, negative = inhibition, usual class: inhibitors; actives 0.52% (n = 330,000);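 further: potency means the concentration at half of the fitted maximal effect; plate controls were no compound for no effect and no enzyme for full effect; nearly all actives have a fitted effect of over 20% in size; some results filed as inactive show a strong effect at the top dose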
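20 mM phosphate pH 7.0 + 0.01% (detergent screen) or 0.0001% Triton X-100; 5.3 nM AmpC reagent; cpd preinc 15 min RT; nitrocefin (800 uM stock) to start; A480 q20 s × 4 min; Activity was normalised to no-enzyme and no-compound control wells.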
AMA1-RON2 inh – inhibitors of Plasmodium falciparum AMA1-RON2 interaction; actives 0.2% (n = 360,000); AlphaScreen AMA1-biotinylated RON2 peptide binding; Potency, µM (doses to about 58.2 µM), inactives show at the highest dose activity change, negative = inhibition, usual class: inhibitors; AID 720542;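 further: potency means the concentration at half of the fitted maximal effect; 0% = vehicle wells and -100% = peptide control; nearly all actives have a fitted effect of over 45% in size; some results filed as inactive show a strong effect at the top dose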
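AMA1 (3D7) with his tag at 25 nM final met compounds first, then biotinylated RON2 peptide at 25 nM; detection used donor plus acceptor beads, 10 µg/mL apiece, read by AlphaScreen after 30 min at room temperature.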
HCMV inh – inhibitors of human cytomegalovirus; actives 4.5% (n = 410,000); activity change, negative = inhibition, % at 57.5 µM; AID 1259415; HFF cells, HCMV-luciferase reporter, 72 h; hits give low values; in the data active means activity change below about -60%; inconclusive means no clear call, values can overlap the other calls; inactive means above about -39%
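Screen run at 2 compound doses on HFFs infected with reporter HCMV, MOI 1 PFU/cell. Luciferase activity from cell lysates at 72 h post infection gave inhibition relative to buffer-only and Salinomycin wells.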
Sm TGR block – S. mansoni TGR enzyme inhibition. Q962Y6. actives 3% (n = 360,000). Potency, µM (series often up to 114 µM), for inactives: top-dose activity change, negative = inhibition, hits mostly inhibitors. purified TGR, DTNB reduction, TNB absorbance 405 nm; further: potency means the concentration at half of the fitted maximal effect; nearly all actives have a fitted effect of over 60% in size
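TGR 20 nM + NADPH 100 uM (dispensed conc.), cpd preinc 15 min RT; start with NADPH (500 uM addition) then DTNB (15 mM addition). Kinetic TNB absorbance, 405 nm filter. Four-parameter Hill fit across titration.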
An asterisk follows results filed as active; ? = inconclusive; · = not tested or not shown; [ ] = another dose, or the depositor's remark. Unless noted, the call rests on the fitted dose curve; in most records, active means well fitted curve in the direction sought with a large enough effect; inconclusive means small, poorly fitted or top-dose-only effect, or another doubt; inactive means no such curve, though single readings can be large; an effect the other way counts as inactive or inconclusive. Unless noted, on the % scale 0 is the no-effect control and ±100 the full control effect.

SMILES	FBPA Giardia inh	AmpC detergent	AmpC inh no detg	AMA1-RON2 inh	HCMV inh	Sm TGR block
CCN1C(=O)[C@H]2[C@@H](c3ccc(C)cc3)N3C(=O)N(c4cccc(Cl)c4)C(=O)[C@@]3(C)[C@H]2C1=O	·	?	-2.9%	-0.5%	7.5	2.6%
CCOc1ccc(NC(=O)c2nn(C)c3c2COc2ccccc2-3)cc1	·	19.3%	·	·	-25.3	7.94µM*
NC(=O)CSc1nc2c(oc3ccccc32)c(=O)n1-c1ccccc1F	·	13.1%	·	·	-5.5	3.3%
Cc1c(Cl)cccc1NC(=O)CSc1nncn1-c1ccccn1	3.2%	-0.6%	-22.9%	3.7%	-7.1	3.2%
COc1ccc(NC(=O)c2cc(-c3ccncc3)nc3ccc(Br)cc23)cc1OC	1.4%	3.1%	15.3%	-9.0%	-89.7*	0.8%
CCc1ccccc1N(C)C(=O)c1cnc(N2CCOCC2)c2ccccc12	·	1.5%	·	·	-9.5	4.2%
CC(/C=N/N1CCN(c2ccccc2)CC1)=C\c1ccco1	1.2%	?	26.9%	-24.2%	54.0	-10.8%
COCCN(C(=O)c1ccccc1)c1nc(-c2ccc(OC)cc2)cs1	-3.6%	-13.5%	-9.7%	-6.4%	20.7	1.9%
CCC(C(=O)OCCOCCN(CC)CC)c1ccccc1 (centres undefined)	-5.4%	5.1%	0.2%	11.8%	7.4	-8.7%
CCC(C)(C)NC(=O)C(c1ccc(F)cc1)N(Cc1ccco1)C(=O)c1snc(C(N)=O)c1N (centres undefined)	6.7%	-4.4%	-39.5%	0.0%	-22.4	-10.6%
Cc1ccc(S(=O)(=O)C(C#N)c2nc3ccccc3nc2N2CC(C)OC(C)C2)cc1C (centres undefined)	6.2%	?	-34.0%	42.4%[activator]	-32.5	-21.0%
CC1(C)C(=O)C2(CCCC2)C(=O)OC1c1ccco1 (centres undefined)	1.5%	0.2%	-17.8%	-0.6%	-23.7	-6.1%
CCn1ncc(Br)c1C(=O)Nc1ccc(C(=O)OC(C)C)cc1	-2.2%	-0.6%	32.8%	-2.0%	23.9	4.0%
CCCc1nnc(NC(=O)CN2C(=O)c3ccccc3C2=O)s1	-4.0%	-7.1%	0.5%	-1.4%	-29.8	-1.7%
CCCCNC(=O)Nc1nnc(C(C)(C)C)s1	5.2%	-1.5%	-8.7%	2.6%	2.6	28.4%
CCc1nc2ccccc2[nH]1	-3.6%	0.0%	-15.5%	2.6%	38.3	-2.6%
Cn1nc(-c2ccccc2)cc1NS(=O)(=O)c1ccc(C#N)cc1	28.9%	-7.1%	-21.8%	-7.7%	2.8	19.0%
Cn1c2ccccc2c2c(C(=O)N3CCN(c4cccc(C(F)(F)F)c4)CC3)cn(C3CCCCC3)c(=O)c21	·	15.1%	·	·	-22.7	5.4%
COc1cccc(C2C(C(=O)OCc3ccccc3)=C(C)Nc3ncnn32)c1OC (centres undefined)	1.4%	?	-1.8%	-3.2%	-12.3	-6.6%
COc1ccccc1NC(=O)CSc1nnc2c(n1)[nH]c1ccccc12	·	-5.3%	·	·	11.2	0.1%
Cc1cccc(NC(=O)c2nc(-c3ccccc3)n(-c3ccccc3)n2)c1C	-0.2%	1.5%	-19.1%	-1.2%	?	-11.2%
CS(=O)(=O)N1CCN(C(=O)c2ccc(Br)s2)CC1	3.6%	-1.3%	-30.5%	-2.0%	-9.3	-15.1%
CSCCC(NC(=O)c1ccco1)C(=O)OCC(=O)Nc1sccc1C#N (centres undefined)	10.2%	-8.3%	-27.6%	·	·	?
Clc1cccc(-c2csc(Nc3cccnc3)n2)c1	4.8%	1.3%	-22.9%	3.3%	147.2	-6.1%
COC(=O)c1cc(S(=O)(=O)N2CCC(C(N)=O)CC2)oc1C	1.2%	4.8%	-3.4%	13.6%	11.3	6.4%
(continued)
SMILES	FBPA Giardia inh	AmpC detergent	AmpC inh no detg	AMA1-RON2 inh	HCMV inh	Sm TGR block
OC1(c2cccs2)CN(c2ccc(Cl)cc2)C2=[N+]1CCCS2 (centres undefined)	3.9%	-2.2%	-41.9%	14.4%	42.7	-12.7%
CC(Oc1ccccc1)C(=O)N1CCN=C1SCc1ccc(F)cc1 (centres undefined)	-6.0%	2.7%	11.2%	0.0%	-20.2	15.2%
Cc1onc(-c2c(F)cccc2Cl)c1C(=O)NC(=S)NC1CCSC1=O (centres undefined)	?	-11.7%	-30.8%	54.8%[activator][11.6 µM]	-8.6	-10.0%
Cc1cccn2c(=O)c3cc(C(=O)NC(C)(C)C)n(C)c3nc12	·	17.9%	·	·	-22.2	9.3%
Cc1nn(-c2ccccc2)c2c1C(c1ccccc1)C(C#N)=C(N)O2 (centres undefined)	-7.7%	0.0%	-20.7%	-9.2%	-11.3	-14.2%
O=C(NCCCc1ccccc1)c1nn(-c2ccccc2F)nc1CO	·	22.0%	·	·	-60.9*	2.1%
O=C(Cc1n[nH]c(=O)[nH]c1=O)N/N=C/CCc1ccccc1	-0.7%	-1.6%	-4.4%	10.2%	14.2	-8.4%
Cc1ccc(NC(=O)CSc2ccc(Br)cc2)cc1S(=O)(=O)N1CCOCC1	·	-12.2%	-43.4%	2.1%	-33.1	0.6%
CCS(=O)(=O)c1nc2ccccc2n1CC(=O)Nc1ccccc1C(=O)OC	·	24.4%	·	·	1.1	-5.3%
COc1ccc2c(c1)c1nnc(SCC(=O)NC3CC3)nc1n2C	10.1%	1.6%	-7.7%	11.0%	18.0	-2.7%
CC(C)(C)c1ccc(-n2ncc3c2CCCC3NC(=O)C2(C(N)=O)CC2)cc1 (centres undefined)	13.2%	-4.3%	105.0%[activator]	10.5%	-95.7*	0.6%
O=c1cc(-c2ccc(O)cc2)oc2c(C3O[C@H](CO)[C@@H](O)[C@H](O)[C@H]3O)c(O)cc(O)c12 (some centres undefined)	·	1.4%	-8.0%	0.0%	-18.2	-5.7%
COc1ccc2nc(N3CCCC(O)C3)c(C#N)cc2c1 (centres undefined)	?	?	-8.5%	23.5%	89.9	-16.3%
Cc1ccc(C2=[N+]([O-])C(C)(C)N(O)C2(C)C)cc1	-1.1%	?	-0.2%[2.29 µM]	7.4%	25.4	-16.2%
C=C(C)C1CC=C(C)/C(=N/NC(=O)c2ccoc2C)C1 (centres undefined)	8.2%	-13.0%	-16.8%	4.3%	-7.0	-11.0%
CCc1ccccc1NC(=O)CN1C(=O)c2cccnc2Oc2ccc(Cl)cc21	·	-4.4%	·	·	0.0	-17.8%
Cc1cc(NS(=O)(=O)c2ccc(NC(=O)CCN3C(=O)c4ccccc4C3=O)cc2)no1	0.4%	-12.0%	-17.8%	-6.0%	7.6	-4.4%
CCCCC(=O)Oc1cc(C)[nH]c(=O)c1[N+](=O)[O-]	8.8%	-3.4%	-6.2%	-4.6%	0.2	-12.5%
CCc1nnc(NC(=O)c2ccc(S(=O)(=O)N3CCCCC3C)cc2)s1 (centres undefined)	3.2%	-15.1%	-11.4%	-3.2%	?	-6.1%
Cc1ccc(C2/C(=C(/O)c3ccc(OC(C)C)cc3)C(=O)C(=O)N2CCN2CCOCC2)cc1 (centres undefined)	16.5%	-9.9%	18.8%	5.5%	-3.5	27.2%
CC1=C(C(=O)Nc2ccccc2)C(c2ccco2)C(C#N)=C(SCC(=O)OC(C)C)N1 (centres undefined)	-2.9%	-12.0%	-23.3%	-4.3%	·	?
O=C(O)c1ccc2c(=O)n3c(nc2c1)/C(=C/c1ccccc1OC(F)F)CC3	2.1%	4.5%	-7.7%	0.4%	20.1	2.5%
CN(C)CCN(C(=O)c1cccc(N2C(=O)CCC2=O)c1)c1nc2ccc(Br)cc2s1	-11.9%	2.0%	-0.2%	1.1%	1.3	-13.8%
COc1ccc(S(=O)(=O)Nc2cccc3c2O[C@H](CN(C)C(=O)Nc2ccc(C(F)(F)F)cc2)[C@@H](C)CN([C@H](C)CO)C3=O)cc1	·	·	253.7%[activator]	-10.2%	0.0	·
COc1cccc(C2=NOC(C(=O)N3CCc4ccccc4C3)C2)c1 (centres undefined)	-27.3%	?	-7.7%	-1.1%	1.6	1.5%

Results in AMA1-RON2 inh and Sm TGR block (four entries from above):
SMILES,AMA1-RON2 inh,Sm TGR block
Cc1onc(-c2c(F)cccc2Cl)c1C(=O)NC(=S)NC1CCSC1=O (centres undefined),54.8%[activator][11.6 µM],-10.0%
Cc1ccc(C2=[N+]([O-])C(C)(C)N(O)C2(C)C)cc1,7.4%,-16.2%
COc1ccc2nc(N3CCCC(O)C3)c(C#N)cc2c1 (centres undefined),23.5%,-16.3%
CCc1ccccc1NC(=O)CN1C(=O)c2cccnc2Oc2ccc(Cl)cc21,·,-17.8%

Compound profiles, from the list above. Order of screens: FBPA Giardia inh | AmpC detergent | AmpC inh no detg | AMA1-RON2 inh | HCMV inh | Sm TGR block
`Cc1onc(-c2c(F)cccc2Cl)c1C(=O)NC(=S)NC1CCSC1=O` (centres undefined) is listed as ? | -11.7% | -30.8% | 54.8%[activator][11.6 µM] | -8.6 | -10.0%
`Cc1nn(-c2ccccc2)c2c1C(c1ccccc1)C(C#N)=C(N)O2` (centres undefined) is listed as -7.7% | 0.0% | -20.7% | -9.2% | -11.3 | -14.2%
`COc1ccc(S(=O)(=O)Nc2cccc3c2O[C@H](CN(C)C(=O)Nc2ccc(C(F)(F)F)cc2)[C@@H](C)CN([C@H](C)CO)C3=O)cc1` is listed as · | · | 253.7%[activator] | -10.2% | 0.0 | ·
`Cc1cccn2c(=O)c3cc(C(=O)NC(C)(C)C)n(C)c3nc12` is listed as · | 17.9% | · | · | -22.2 | 9.3%

Reformatted with two lines to a compound: two of the compounds above.
Every second line gives: FBPA Giardia inh	AmpC detergent	AmpC inh no detg	AMA1-RON2 inh	HCMV inh	Sm TGR block
> COc1cccc(C2=NOC(C(=O)N3CCc4ccccc4C3)C2)c1 (centres undefined)
 : -27.3%	?	-7.7%	-1.1%	1.6	1.5%
> O=C(Cc1n[nH]c(=O)[nH]c1=O)N/N=C/CCc1ccccc1
 : -0.7%	-1.6%	-4.4%	10.2%	14.2	-8.4%

(list continues)
SMILES	FBPA Giardia inh	AmpC detergent	AmpC inh no detg	AMA1-RON2 inh	HCMV inh	Sm TGR block
CCOC(=O)C1CCCN(C(=O)C2CCCN(S(C)(=O)=O)C2)C1 (centres undefined)	2.5%	4.3%	-3.7%	1.6%	-10.1	4.8%
O=C(Nc1c(F)cc(F)cc1Br)c1cc2nc(C(F)F)cc(C(F)F)n2n1	5.1%	?	-18.6%	0.2%	18.6	-23.3%
O=[N+]([O-])c1ccc(Sc2ccccn2)nc1	-5.0%	-5.2%	-7.5%	6.1%	20.1	-19.1%
CC(=O)Nc1ccc(S(=O)(=O)NCC(=O)OCC(=O)NNC(=O)c2ccccc2)cc1	·	2.2%	-16.0%	40.3%[activator]	-4.9	45.6%[activator]
O=C(NCCN1CCN(C(=O)c2cccs2)CC1)C(=O)Nc1ccc(Br)cc1	2.5%	-1.0%	33.5%	4.5%	-3.6	0.9%
NNC(=O)CSc1c(-c2cccs2)[nH]c2ccccc12	8.9%	?	14.1µM*	15.2%	-10.5	-24.2%
Brc1ccc(CSc2nnc(Cc3c[nH]c4ccccc34)o2)cc1	-6.2%	-6.9%	·	-16.3%	29.2	-14.4%

Screening data deposited in PubChem by National Center for Advancing Translational Sciences (NCATS).
